Fh CTSL1 inh: cathepsin L1 inhibition, PFM18AAP counter-screen. recombinant F. hepatica cathepsin L1, Z-Leu-Arg-MCA fluorescence. inhibition, % at 5.96 µM. 300,000 tested, 0.49% active. AID 1906;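 active = inhibition above the mean of all tested compounds plus 3 SD, set per screening campaign, cut at about 17% in these data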;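 note: 0% = plate median of test compound wells and 100% = 1 µM Z-Phe-Ala-diazomethylketone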
core dimer inh: HCV core protein dimerization inhibition | TR-FRET GST/Flag-core106 dimerization, 1536-well | inhibition, % at 5 µM | 300,000 tested, 0.33% active | AID 1899;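 active = inhibition above the mean of all tested compounds plus 3 SD, set per screening campaign, cut at about 45% in these data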
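Assay system – GST-tagged and Flag-tagged HCV core protein residues 1-106 · Quantity – core106 proteins, GST 13.5 nM and Flag 17 nM · Benchmarks – unlabelled core106 and no-GST-core106 wells · Read-out basis – percent inhibition of core106 dimerization signal · Detection – time-resolved FRET, ex 340 nm, em 617 and 671 nm · Schedule – 4 h at 22.5 °C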
Efflux pump inh: inhibitors of Candida antifungal efflux pumps expressed in yeast | S. cerevisiae Candida pump triplex, Nile Red efflux | inhibition, % at 10 µM | 330,000 tested, 0.44% active | AID 485275;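 active = plate passing quality check with inhibition over a set limit, or well fluorescence over plate mean plus 4 SD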;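 note: Nile Red retained in pooled yeast measured as flow cytometry median fluorescence; 0% = buffer negative control and 100% = Enniatin B positive control; higher means more Nile Red kept so more efflux inhibition; some compounds called inactive have numbers as strong as hits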
PREPL inhibitor: human PREPL enzyme inhibition | Q4J6C6 | recombinant PREPL, fluorescence polarization activity-based probe | inhibition, % at 5.96 µM | 320,000 tested, 0.68% active; in the data active = inhibition above about 43%;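 note: 0% = enzyme with DMSO and 100% = wells lacking enzyme; many of its hits are not listed in these tables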
TPT1 inhibitor: inhibitors of Candida albicans tRNA 2'-phosphotransferase TPT1 | inhibition, % at 5 µM | recombinant caTPT1, FP RNA substrate dephosphorylation | 300,000 tested, 0.81% active;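 active = inhibition above the mean of all tested compounds plus 3 SD, set per screening campaign, cut at about 24% in these data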;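 note: plate controls were DMSO alone for no effect and ferristatin control at 100 nM for full effect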
GASC-1 inh: human JMJD2C demethylase inhibition; AID 2099; Q9H3R0; 330,000 tested, 0.069% active; GST-JMJD2C(1-420) H3K9me3 demethylation, DELFIA europium; inhibition, % at 2.35 µM;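 active = more than half of a compound's replicate wells show inhibition beyond 50%, single wells judged on their own value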;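 note: signal counts dimethyl H3K9 product captured on neutravidin plate; 0% = median of DMSO wells and 100% = 0.3 times that DMSO median; strong numbers were not always called active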
LYPLA2 counter: blocks human lysophospholipase 2, a PME1 counter-screen | 320,000 tested, 0.38% active | recombinant LYPLA2, FP-Rh probe fluorescence polarization | inhibition, % at 5.9 µM | O95372;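 active = inhibition above the screen-wide mean plus 3 SD, limit set per campaign, cut at about 26% in these data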;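 note: 0% = LYPLA2 with DMSO and 100% = wells lacking LYPLA2 enzyme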
Target sequence (O95372 whole entry, looked up): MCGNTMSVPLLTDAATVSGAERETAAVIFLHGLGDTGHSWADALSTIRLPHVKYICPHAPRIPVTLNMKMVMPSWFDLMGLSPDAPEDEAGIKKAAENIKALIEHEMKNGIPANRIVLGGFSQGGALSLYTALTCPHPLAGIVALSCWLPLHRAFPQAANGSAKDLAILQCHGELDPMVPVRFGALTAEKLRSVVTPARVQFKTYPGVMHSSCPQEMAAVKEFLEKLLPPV
PP5 inh: PP5 (human) phosphatase inhibition | P53041 | purified PP5c, OMFP substrate fluorescence | inhibition, % at 6.7 µM | 320,000 tested, 0.18% active;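 active = inhibition above the campaign's mean inhibition across all tested compounds plus 3 SD, cut at about 9.5% in these data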;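 note: 0% = DMSO only and 100% = 100 µM cantharidin control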
Target sequence (P53041 whole entry, looked up): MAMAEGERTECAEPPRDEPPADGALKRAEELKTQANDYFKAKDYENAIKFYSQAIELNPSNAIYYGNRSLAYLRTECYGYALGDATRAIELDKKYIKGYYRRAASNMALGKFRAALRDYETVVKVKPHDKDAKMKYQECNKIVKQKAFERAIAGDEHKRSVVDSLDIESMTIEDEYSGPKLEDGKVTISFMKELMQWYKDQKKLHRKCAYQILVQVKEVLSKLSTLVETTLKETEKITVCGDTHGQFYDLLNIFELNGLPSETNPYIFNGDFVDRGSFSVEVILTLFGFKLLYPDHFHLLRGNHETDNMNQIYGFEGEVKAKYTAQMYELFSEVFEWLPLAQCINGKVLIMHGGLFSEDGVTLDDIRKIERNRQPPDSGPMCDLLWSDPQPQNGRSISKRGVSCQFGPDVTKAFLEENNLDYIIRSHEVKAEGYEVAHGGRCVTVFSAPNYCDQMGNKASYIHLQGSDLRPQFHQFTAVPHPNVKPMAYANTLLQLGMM
PP1 inh: PP1-alpha (human) inhibition in PP5 counter-screen; purified PP1alpha, OMFP fluorescence; inhibition, % at 6.7 µM; P62136; 320,000 tested, 0.9% active;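 active = inhibition above the mean inhibition of all tested compounds plus 3 SD, computed separately for each screening campaign, cut at about 15% in these data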
Target sequence (P62136 whole entry, looked up): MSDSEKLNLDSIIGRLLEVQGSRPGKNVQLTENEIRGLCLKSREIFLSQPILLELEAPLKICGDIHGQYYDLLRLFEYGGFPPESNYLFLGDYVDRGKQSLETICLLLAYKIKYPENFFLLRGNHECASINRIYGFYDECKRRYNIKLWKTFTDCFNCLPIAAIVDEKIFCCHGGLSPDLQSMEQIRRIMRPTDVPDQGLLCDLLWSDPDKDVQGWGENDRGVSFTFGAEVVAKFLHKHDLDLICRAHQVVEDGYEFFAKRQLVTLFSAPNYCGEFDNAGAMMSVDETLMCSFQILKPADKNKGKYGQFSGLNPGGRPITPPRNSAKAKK
Starred values were filed as active, the others as inactive; · = no result given; & = joins results of further samples.

SMILES	Fh CTSL1 inh	core dimer inh	Efflux pump inh	PREPL inhibitor	TPT1 inhibitor	GASC-1 inh	LYPLA2 counter	PP5 inh	PP1 inh
CCn1c(C2CC(=O)N(c3cc(C)cc(C)c3)C2)nc2ccccc21 (stereo not given)	0	18	-0.1	3	-2	-8	1	-1.1	0
CCCc1nnc(NC(=O)CSc2nc3ccccc3[nH]2)s1	-3	-1	-0.2	2	-2	3	1	0.2	3
CCOC(=O)c1ccc(N2C(=O)CC(SCC(N)C(=O)OCC)C2=O)cc1 (stereo not given)	8	1	0.0	-5	0	1	11	-0.7	-3
O=C(NCCC1CC1(Cl)Cl)c1ccc([N+](=O)[O-])cc1 (stereo not given)	-4	5	-0.5	4	-5	11	1	0.9	0
Cc1ccc(CNC(=O)NCc2ccccc2)cc1	2	7	-0.1	-2	1	-10	0	1.1	-2
O=C(NCCCc1ccccc1)N1CCOCC1	3	-2	-0.2	0	1	-5	2	0.1	7
Cc1ccnc(N2C(=O)C3C4CC(C(Br)C4Br)C3C2=O)c1 (stereo not given)	-1	0	-0.1	11	-7	-19	5	1.7	3
COc1cc(C(=O)N/N=C/c2ccsc2C)cc(OC)c1OC	4	-2	0.0	1	1	3	-5	5.1	-3
Cc1ccccc1/C=N/n1c(-c2ccccn2)n[nH]c1=S	-1	0	-0.1	-3	-2	9	0	-1.1	0
COCCCn1c(SCC(=O)N2CC(=O)Nc3ccccc32)nnc1-c1ccoc1C	-2	-3	0.1	7	7	-1&-18	2	-0.6	-2
Cc1cc(C(=O)Nc2ccc(Br)cn2)sc1C	·	·	0.1	1	·	0	2	4.2	-2
COc1cccc(N=Nc2ccc(O)c3ncccc23)c1	0	-11	0.0	11	-6	1	2	3.7	27*
C=CCn1c(=O)/c(=C2/Sc3cc(OC)ccc3N2C)s/c1=C1\C(=O)N(CC)C(=S)N1C	1	-8	0.1	17	24	9	-6	0.7	-4
O=C(O)c1ccc(S(=O)(=O)N(Cc2cccs2)CC2CCCO2)cc1 (stereo not given)	-2	-6	0.0	-11	11	-5	-7	-1.4	-2
O=C(NCCS(=O)(=O)N1CCN(c2ccccc2F)CC1)c1ccc(Br)o1	1	-4	0.0	-24	-4	17	1	0.2	-1
Cc1ccccc1OC(=O)CCC(=O)OCCCC(F)(F)C(F)(F)F	-13	0	0.1	14	0	-18	-5	2.2	4
CNC(=S)N1N=C(c2ccc(C)cc2)CC1c1ccc(Br)cc1 (stereo not given)	-3	0	0.1	-12	-4	2	-10	3.6	3
COc1ccc(CCNC(=O)CSc2nncn2N)cc1OC	-1	-3	0.0	0	-2	-1	3	0.4	-4
COC(=O)c1nc(NC(C)=O)n[nH]1	-4	3	-0.3	1	1	-3	0	-0.1	2
Cc1cc(/C=N/NC(=O)C(O)(c2ccccc2)c2ccccc2)c(C)n1-c1ccc(C(=O)O)cc1	1	10	-0.3	17	3	6	-5	1.3	4
CCc1nn(C(CC)C(=O)NCCc2ccc(OC)cc2OC)c(=O)c2cc3occc3n12 (stereo not given)	-5	0	0.3	10	2	8	3	1.4	5
O=C(CN(C(=O)c1csnn1)c1ccc(Cl)cc1)NCCc1ccccc1	2	1	0.0	-6	0	-125	-3	-1.6	-4
Cc1ccc(-c2nc(S(=O)(=O)c3ccc(C)cc3)c(SCC(=O)NCC3CCCO3)o2)cc1 (stereo not given)	0	2	0.0	-15	-2	-6	-4	0.2	-3
CC(=O)/C(=N/Nc1ccccc1C)N1CCOCC1	4	-5	0.3	-2	4	-8	7	2.6	0
COc1ccc(/C=N/n2cnn(Cc3ccccc3Cl)c2=S)cc1OC	8	4	0.5	12	-5	-2	-9	2.2	-2
CCOC(=O)C(=O)Nc1cc(C)on1	-9	-3	0.1	6	0	28	6	1.2	-1
O=C(CCNS(=O)(=O)c1ccc(Br)s1)NCc1ccccc1Cl	-1	0	0.0	-12	2	4	-2	2.2	4
O=C(NCC(=O)N(c1ccc(Cl)cc1)C(C(=O)NC1CCCC1)c1cccnc1)c1ccco1 (stereo not given)	4	6	0.2	5	2	4	3	0.1	-3
C=CCNC(=S)NNC(=O)c1cccn(Cc2ccc(Cl)c(Cl)c2)c1=O	2	-1	-0.1	-1	0	-23	9	0.8	-1
NS(=O)(=O)c1ccc(CNC(=O)c2ccc(NS(=O)(=O)c3ccc4[nH]c(=O)[nH]c4c3)cc2)cc1	-2	-3	-0.3	-2	-2	-1	9	-1.2	-4
COC(=O)c1c(C)[nH]c(C(=O)COC(=O)Cc2ccc3c(c2)OCCO3)c1C	-2	-4	-0.1	9	-6	5	0	1.3	-2
CCCNC(=O)c1ccc(N2CCC3(CC2)CC(c2ccccc2)=NO3)c([N+](=O)[O-])c1	-1	10	-0.1	27	-3	-3	28*	2.1	-4
CCOC(=O)N1CCN(S(=O)(=O)c2ccc(OC)c(Cl)c2)CC1	-2	-1	0.2	4	-7	-1	4	4.7	3
CCOc1c2ccc(C(=O)NCc3ccc(OC(F)(F)F)cc3)cc2nn1C	4	0	-0.2	7	2	·	-2	2.4	3
COCC(C)n1c(COc2ccccc2F)nnc1SCc1c(C)noc1C (stereo not given)	-3	-3	0.1	-3	-1	-5	1	3.6	-6
CCOC(=O)c1ccc(N2C(=O)CC(SCC(=O)Nc3ccc(S(N)(=O)=O)cc3)C2=O)cc1 (stereo not given)	1	3	0.0	-9	-2	0	0	1.8	-2

Some of these compounds in order of the TPT1 inhibitor value, largest number first:
smiles,core dimer inh,Efflux pump inh,PREPL inhibitor,TPT1 inhibitor,GASC-1 inh,PP5 inh
O=C(CCNS(=O)(=O)c1ccc(Br)s1)NCc1ccccc1Cl,0,0.0,-12,2,4,2.2
COC(=O)c1nc(NC(C)=O)n[nH]1,3,-0.3,1,1,-3,-0.1
CCOC(=O)C(=O)Nc1cc(C)on1,-3,0.1,6,0,28,1.2
O=C(NCCC1CC1(Cl)Cl)c1ccc([N+](=O)[O-])cc1 (stereo not given),5,-0.5,4,-5,11,0.9

(further entries)
SMILES	Fh CTSL1 inh	core dimer inh	Efflux pump inh	PREPL inhibitor	TPT1 inhibitor	GASC-1 inh	LYPLA2 counter	PP5 inh	PP1 inh
COc1ccccc1NC(=O)CN1C(=O)COc2ccc(S(=O)(=O)N3CCCCCC3)cc21	-1	2	-0.1	2	1	0	10	-1.2	-2
COc1cccc(-c2nc(CS(=O)(=O)CC(=O)N3CCOCC3)c(C)o2)c1	0	1	0.1	1	2	6	4	-1.2	-3
O=C(O)c1cccc(N/N=C/c2ccc(OC(F)(F)F)cc2)c1	7	-6	0.1	0	-2	5	8	-0.1	4
COc1cc(OC)cc(C(=O)N[C@H](C(=O)NCCc2ccc(S(N)(=O)=O)cc2)C(C)C)c1	4	0	0.2	8	-10	-2	2	-0.3	2
Cc1ccc(C(=O)COC(=O)c2c(C)cc(=O)oc2C)cc1[N+](=O)[O-]	3	3	-0.3	3	1	-7	13	-0.8	-1
Cc1ccc(S(=O)(=O)N2CC3CCCC2C3)cc1 (stereo not given)	2	2	0.1	17	3	1	-1	1.8	-2
O=C(NCCC1CCCCN1S(=O)(=O)c1ccccc1)C(=O)NC1CCCC1 (stereo not given)	7	0	0.2	-11	1	-25	-3	-0.1	0
CCN(CC)c1ccc(-c2n[nH]c(=S)n2-c2ccccc2)cc1	0	7	-0.1	-2	2	3	2	-0.7	-1
Cc1nn(-c2ccccc2)c(C)c1NC(=O)COc1ccc2ccccc2c1	-3	4	0.0	21	0	-1	0	3.9	-6
COc1cccc(-c2ncc3ccccc3c2COC(=O)c2ccc(F)cc2)c1	·	·	0.5	7	·	6	0	4.4	-3
CC(=O)c1cccc(NC(=S)NC2CCCCC2)c1	2	1	-0.2	15	-6	-8	6	-0.4	2
COc1cccc(CNC(=O)CSc2cc(=O)n(C)c3ccccc23)c1	1	-2	0.1	6	2	4	-4	1.3	-1
CN1CCN(NC(=O)c2cc(-c3ccc(Br)s3)nc3ccccc23)CC1	2	-28	0.0	-9	6	-2	-8	0.6	-1
COc1ccc(Cl)cc1NC(=O)Nc1cn(C)nc1C	8	-8	-0.1	-5	1	-34	-5	-1.6	-2
CC1(C)CC(=O)C(C2C3=C(CC(C)(C)CC3=O)Oc3c(Br)cc(Br)cc32)=C(O)C1 (stereo not given)	-3	1	0.4	13	1	-3	2	5.7	-6
O=C(NNC(=O)C1CC=CCC1)c1ccccc1Br (stereo not given)	-3	10	0.0	-6	2	21	0	1.2	0
O=C(NCC(=O)N1CCCCC1)c1sc2ccccc2c1Cl	·	·	-0.1	12	·	37	-6	-1.4	4
CCc1cc(=O)n2[nH]c(C)c(-c3ccccc3OC)c2n1	-3	16	-0.1	-12	-1	7	4	1.4	-1
COc1cc(NC(=O)c2ccc(C)cc2C)ccc1NC(=O)c1cccs1	3	4	0.1	5	-3	13	-6	-0.5	-2
CCOc1ccc(CCNC(=O)C(C)N2C(=O)CC(C)(C)Sc3ccccc32)cc1 (stereo not given)	2	-1	0.1	22	-1	8	1	-0.1	3
CCC(C)c1ccc(NC(=O)Nc2cccnc2)cc1 (stereo not given)	1	-13	-0.2	4	-4	3	-3	4.1	-5
COc1ccccc1NC(=O)Nc1nc2ccc(S(N)(=O)=O)cc2s1	3	3	-0.1	-4	7	2	-38	-2.1	-1
CC(=O)N1C(c2ccccc2)CC(=O)OC1c1ccc2c(c1)OCO2 (stereo not given)	-2	-12	0.6	-2	-2	-4	3	2.1	-3
COc1ccccc1-n1nnnc1SCC(=O)NC(=O)Cc1ccccc1	·	·	-0.1	1	·	5	4	-0.6	-3
COc1cc(SC)ccc1C(=O)NCC1CCCCC1	7	16	0.1	6	-1	-10	-5	-0.5	0
N#CNC(=Nc1ccc(Cl)cc1)Oc1ccccc1	-1	5	0.1	1	-1	-9	1	1.2	2
CCN(CC(=O)Nc1cccc(S(=O)(=O)N2CCCC2)c1)CC(=O)Nc1ccccc1OC	-4	-10	-0.2	8	-2	-1	7	5.3	5
CNc1ccc(Br)cc(C(=O)/C=C/c2ccc(Cl)cc2Cl)c1=O	2	45	0.2	12	69*	6	3	-1.4	11
NC(=O)CSc1nnc(-c2cc(-c3cccs3)nc3ccccc23)o1	5	9	0.4	9	8	2	-15	0.4	-1
CCS(=O)(=O)c1nc(S(=O)(=O)c2ccc(Cl)cc2)c(N2CCN(C)CC2)s1	-2	-6	0.4	4	-2	-2	2	3.8	-1
CC(C)N(C(=O)Cn1cc(S(=O)(=O)CC(=O)N2CCOCC2)c2ccccc21)C(C)C	-3	-13	0.2	4	3	7	-7	1.2	-2
O=c1c2ccccc2c(C=Nc2cccc(O)c2)c(O)n1-c1ccc2c(c1)OCO2	7	11	0.3	4	6	7	-17	0.8	2
CC(C)NC(=S)NN(c1ccccc1)c1ccccc1	-2	-2	-0.2	6	-6	0	3	0.3	3
Cc1cccc(N2CCN(C(=O)COc3ccc4c(c3)CCC4)CC2)c1C	0	6	-0.3	0	0	-18	-3	1.7	2
CSc1ccc(CN2CCN(CC=C(C)C)C(CCO)C2)cc1 (stereo not given)	-3	-2	0.1	15	0	-17	4	0.5	2
CCc1cc(C(=O)OC)c(NC(=O)CCCC(=O)O)s1	-2	-1	-0.1	1	-3	5	-8	0.5	-1
CCOC(=O)C1CCN(CCC(=O)Nc2ccc(F)cc2)CC1	-3	-7	0.1	-3	1	-6	-9	2.4	-2

Compound activity from PubChem BioAssay.

A portion of the library. The share of hits here may be higher or lower than overall.
